ASAP1 GAP inh: inhibitors of human ASAP1 ArfGAP activity, primary screen, biochemical, fluorescence polarization. Arf-GAP with SH3 domain, ANK repeat and PH domain-containing protein 1 (Homo sapiens), …. inhibition, % at 16.5 µM. ASAP1-stimulated ARF1 GTP hydrolysis, GDP FP detection. 0.19% of 360,000 active; in the data active = inhibition above about 25%;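 note: 0% = vehicle with enzyme and substrate and 100% = no enzyme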
Target sequence (Q9ULH1 325-724 limits assumed): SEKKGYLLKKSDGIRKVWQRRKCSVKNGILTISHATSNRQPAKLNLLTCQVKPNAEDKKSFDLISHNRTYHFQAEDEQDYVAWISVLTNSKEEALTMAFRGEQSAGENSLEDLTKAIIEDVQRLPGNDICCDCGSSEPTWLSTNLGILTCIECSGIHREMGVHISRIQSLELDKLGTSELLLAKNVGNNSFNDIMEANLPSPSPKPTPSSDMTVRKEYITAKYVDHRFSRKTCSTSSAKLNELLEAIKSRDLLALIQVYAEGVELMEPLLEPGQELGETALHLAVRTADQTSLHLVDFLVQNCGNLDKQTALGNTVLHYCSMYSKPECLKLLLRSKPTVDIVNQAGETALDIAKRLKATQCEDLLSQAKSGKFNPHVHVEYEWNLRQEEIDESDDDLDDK
ADAM17 inh: ADAM17 inhibitors, primary screen, biochemical, QFRET; Disintegrin and metalloproteinase domain-containing protein 17 (Homo sapiens), P78536; recombinant ADAM17, EDANS/DABCYL FRET peptide cleavage; inhibition, % at 6.95 µM; 0.83% of 370,000 active;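 active = inhibition above the mean of compounds lying between control limits plus 3 SD, set per campaign, cut at about 8.5% in these data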;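 note: 0% = DMSO-only wells as the low control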
PLC-gamma1 inh: PLC-gamma1 enzyme inhibitors, primary screen, biochemical, fluorescence, purified enzyme | inhibition, % at 12.2 µM | 1-phosphatidylinositol 4,5-bisphosphate phosphodiesterase gamma-1 (Homo sapiens), P19174 | 0.84% of 370,000 active | fluorogenic substrate; in the data active = inhibition above about 9.5%
SIAE primary: human SIAE inhibitors, primary screen, biochemical, fluorescence polarization, FP-Rh probe, 1536-well HTS. SIAE FP-Rh probe binding. inhibition, % at 9.66 µM. 0.69% of 370,000 active. AID 1053197, 2014;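 active = inhibition above a cutoff: mean of compounds within the control limits plus 3 SD of those, cut at about 17% in these data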;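 note: 0% = plate median of compound wells and 100% = probe without SIAE protein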
DDE Tn7 FP inh: inhibitors of Tn7 peptide binding to fibrin DD(E), primary screen, biochemical, fluorescence polarization, human fibrin, Tn7 probe; FP displacement of FITC-Tn7 peptide from fibrin DD(E); 0% = median of compound wells per plate; inhibition, % at 8.3 µM; 0.13% of 370,000 active;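 active = inhibition above the mean of compounds falling within the control limits plus 3 SD of them, cut at about 14% in these data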;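 note: 0% = plate median of compound wells and 100% = 10 µM Aha-Tn7 peptide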
Target sequence (P02675 whole entry, looked up): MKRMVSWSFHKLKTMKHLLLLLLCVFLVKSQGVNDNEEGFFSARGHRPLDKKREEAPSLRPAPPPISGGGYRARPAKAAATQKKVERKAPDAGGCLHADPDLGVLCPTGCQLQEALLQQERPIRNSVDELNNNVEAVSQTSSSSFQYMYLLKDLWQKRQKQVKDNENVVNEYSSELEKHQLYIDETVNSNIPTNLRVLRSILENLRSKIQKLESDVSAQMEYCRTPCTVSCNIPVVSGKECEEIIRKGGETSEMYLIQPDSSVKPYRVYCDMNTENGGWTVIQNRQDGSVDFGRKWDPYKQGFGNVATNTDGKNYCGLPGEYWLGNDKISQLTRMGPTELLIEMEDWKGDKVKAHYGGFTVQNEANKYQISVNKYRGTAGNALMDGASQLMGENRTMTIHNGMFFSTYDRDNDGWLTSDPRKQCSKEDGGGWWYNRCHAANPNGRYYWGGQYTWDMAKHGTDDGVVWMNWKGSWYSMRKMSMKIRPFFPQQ
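Also added: labelled Tn7 tracer, 0.1 µM; Assay system: human fibrin DD(E) protein; Amount: 2 µM fibrin DD(E); Schedule: 10 min compound pre-incubation, 3 h probe incubation at room temperature; Repeats: one replicate per compound; Read-out basis: percent inhibition; Measured by: fluorescence polarization of the labelled Tn7 tracer.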
Tn6 DDE FP: inhibitors of Tn6 peptide binding to fibrin DD(E), primary screen, biochemical, fluorescence polarization, human fibrin, Tn6 probe; Fibrinogen beta chain (Homo sapiens), P02675; Fibrin DD(E) TRITC-Tn6 fluorescence polarization displacement; inhibition, % at 8.3 µM; 0.21% of 370,000 active; AID 720509, 2013;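 active = inhibition above a per-campaign cutoff: mean of compounds within control limits plus 3 SD, cut at about 15% in these data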;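 note: 0% = median of all compound wells on the plate and 100% = blocking peptide control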
TDP2 inh: human TDP2 enzyme inhibitors, primary screen, biochemical, epi absorbance, recombinant enzyme. T5PNP hydrolysis, p-nitrophenol absorbance 415 nm. 0.34% of 370,000 active. inhibition, % at 12.8 µM. AID 720702, 2013;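 active = inhibition above the mean of all tested compounds plus 3 SD, set per campaign, cut at about 25% in these data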;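 note: 0% = DMSO with enzyme and 100% = buffer with substrate but no TDP2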
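Test system: human TDP2 enzyme; Input: 120 nM TDP2 per well; Buffer or medium: Mg2+-containing Tris-HCl buffer, pH 7.5; Reagent: 5 mM T5PNP; Dosing: 12.8 µM single point, 1% DMSO; Incubation: reaction 2 h, 37 °C; Detection: p-Nitrophenol epi absorbance; Read-out: % inhibition relative to enzyme-containing and enzyme-free wells; Replicates: single well per compound.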
ARFGAP1 inhibitor: inhibitors of rat ARFGAP1 GAP activity, primary screen, biochemical, fluorescence polarization, GDP tracer. ADP-ribosylation factor GTPase-activating protein 1 (Rattus norvegicus), Q62848. Arfgap1-stimulated ARF1 GTP hydrolysis, GDP FP detection. inhibition, % at 16.5 µM. 0.26% of 360,000 active;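 active = inhibition above a per-plate limit, mean inhibition of low control wells plus 3 SD, cut at about 25% in these data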;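 note: 0% = DMSO wells with enzyme and 100% = wells lacking Arfgap1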
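Replicates: Single well per compound | Assay system: Truncated rat Arfgap1 GAP domain | Control set: No-Arfgap1 wells (100%) versus DMSO full-reaction wells (0%) | Times: Enzyme reaction 120 min at 25 °C after 20 min preincubation | Reagent: Human ARF1(Δ1-17)-GTP substrate | Measured by: Tracer-displacement fluorescence polarization with EDTA stop, 620/688 nm | Measure: Percent inhibition of Arfgap1-stimulated GTP hydrolysis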
ADAM10 inh: human ADAM10 inhibitors, primary screen, biochemical, QFRET, HTS | recombinant ADAM10, EDANS/DABCYL FRET peptide cleavage, 3 h | inhibition, % at 7 µM | 0.62% of 370,000 active;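 active = inhibition above a per-campaign cutoff equal to the mean of compounds falling between control-based bounds plus 3 SD, cut at about 20% in these data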;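 note: 0% = DMSO wells while the 100% control is not disclosed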
PLC-beta3 inh: human PLC-beta3 inhibitors, primary screen, biochemical, fluorescence; 0.18% of 370,000 active; Purified PLC-beta3, fluorogenic substrate; inhibition, % at 12.2 µM; AID 720704, 2013; in the data active = inhibition above about 11%;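 note: 0% = median of compound wells on plate and 100% = full blocker control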
* = called active by the depositor; i = inactive; . = no result given.

ASAP1 GAP inh	ADAM17 inh	PLC-gamma1 inh	SIAE primary	DDE Tn7 FP inh	Tn6 DDE FP	TDP2 inh	ARFGAP1 inhibitor	ADAM10 inh	PLC-beta3 inh	Molecule
5	-3	1	1	0	-1	-4	-7	-2	1	CSCCC(NC(=O)COc1ccccc1)C(=O)N1CCN(c2ccccc2F)CC1 (stereo not given)
-14	2	1	-6	-8	-1	-13	5	9	-2	CCOc1ccc(NC(=O)CSc2nnc(Cc3ccccc3)c(=O)n2N)cc1
.	6	0	0	-3	0	8	.	-7	0	Cn1c(=O)c2cc(S(=O)(=O)N3CCN(c4ccccc4Cl)CC3)ccc2n(C)c1=O
7	0	2	0	1	0	0	3	-4	4	COc1cccc(CNC(=O)CCNS(=O)(=O)c2cccc3nsnc23)c1
12	-2	-1	-1	-4	-8	9	-7	1	1	c1ccc(CCc2nn3c(Cn4nnc5ccccc54)nnc3s2)cc1
5	7	8	-5	-6	-5	-9	-6	14	5	Cc1cccc(NC(=O)C2CC(=O)OC23CCCC3)c1 (stereo not given)
9	-4	0	-5	4	1	-5	-6	5	-6	O=C(c1ccccc1)N1N=C(C(F)(F)F)CC1(O)c1ccccc1 (stereo not given)
.	-4	1	-2	3	-2	1	.	-1	4	CC(C)(C)CCN1C[C@@H]2C(CNC(=O)c3cc(Cl)cc(Cl)c3)[C@@H]2C1 (stereo not given in full)
-8	-11	2	-4	4	-4	-3	-3	1	-8	COC(=O)c1cc(NC(=O)COC(=O)C2CCC2)cc(C(=O)OC)c1
7	-5	-16	-9	0	2	-8	-8	-47	-23	Cc1nc2ccc(NC(=O)N3CCOCC3)cc2s1
-7	0	0	-3	5	1	-5	0	-2	3	O=C(COC(=O)C(Cc1ccccc1)NC(=O)c1ccco1)NC1CC1 (stereo not given)
-6	0	0	0	3	-5	5	3	4	1	O=C(Nc1nnc(SCc2c(Cl)cccc2Cl)s1)C1CCCO1 (stereo not given)
-2	0	3	5	-8	0	16	-12	-2	-2	O=C1CCC(=O)N1c1ccccc1OS(=O)(=O)c1ccccc1
9	4	11*	-3	-4	-5	-19	-6	8	4	O=C(COC(=O)/C=C/c1cccc(F)c1)NNC(=O)c1ccccc1
-9	0	2	-8	-1	-7	-2	0	9	-2	O=C(Nc1ccc(Cl)c(C(F)(F)F)c1)c1ccncc1
-2	-77	-15	-2	1	-5	2	5	-294	-20	CC(=O)N1N=C(c2ccc(NS(=O)(=O)c3ccccc3)cc2)CC1c1ccco1 (stereo not given)
11	1	2	1	-2	1	-5	1	1	-5	Cc1ccccc1OCCC(=O)OCC(=O)N(C)c1c(N)n(Cc2ccccc2)c(=O)[nH]c1=O
-11	1	5	-3	-4	4	-3	4	5	9	CCN1C(=O)[C@@H]2[C@@H](c3ccc(-c4ccc(F)cc4)cc3)N3CCCC[C@@]3(C(=O)OC)[C@@H]2C1=O
3	0	4	-1	-11	-14	-9	5	4	0	Cc1ccc(-c2cc(C(=O)Nc3ccc(S(=O)(=O)Nc4onc(C)c4C)cc3)c3ccccc3n2)cc1
21	2	-2	-3	-3	2	-10	0	-4	0	COc1ccc(-n2c(Cc3cccn3C)nnc2SCC(=O)NCc2ccc(F)cc2)cc1
1	-9	1	1	3	7	6	-7	-5	-6	CC1CC(C)CN(S(=O)(=O)c2ccc(NC(=O)CCNC(=O)c3ccc([N+](=O)[O-])cc3)cc2)C1 (stereo not given)
-4	-1	1	-6	4	-1	5	-9	-10	3	Cc1nc(N2CCOCC2)sc1C=O
6	3	-11	-10	-2	8	1	6	-2	-20	COc1cc([N+](=O)[O-])ccc1-c1ccc(/C=N\n2cnnc2)o1
10	-3	-3	2	-2	-4	2	2	-1	-3	CCOC(=O)Cc1csc(SCc2nc3sc4c(c3c(=O)[nH]2)CCC4)n1
17	-1	0	0	3	1	3	4	-12	-9	CCCCn1c(N)c(N(Cc2ccccc2OC)C(=O)COc2ccc(F)cc2Cl)c(=O)[nH]c1=O
-12	-1	0	9	7	-6	1	-4	2	-6	C=CCn1c(SCC(=O)Nc2ccc(N3CCOCC3)cc2)nnc1-c1ccco1
-1	1	6	2	-5	2	-15	0	-1	1	CN(C)c1cccc(N(C)C)c1CNC(=O)C(C)(C)C
-11	-1	2	-23	-3	-2	12	2	3	-10	O=C(N/N=C/c1ccc(Cl)c(Cl)c1)c1ccc2nc[nH]c2c1
-1	-7	3	5	0	5	2	-13	5	0	CCOC(=O)Nc1sc2c(c1C#N)CCCC2
-12	-4	4	1	1	4	-2	-8	-2	-6	O=C(Nc1ccc(CN2CCCCC2)cc1)Nc1ccc(Br)cc1Cl
6	-5	-2	-8	-8	1	2	13	-8	-1	CN(C)c1nc(N(C)C)nc(N2CC(=O)N(c3ccccc3)C2=N)n1
-6	-3	-2	6	1	-3	12	3	-4	-2	COc1cc(/C=C2/C(=O)ON=C2C)ccc1OCc1ccccc1F
-5	5	1	5	5	-2	7	7	8	0	C[C@@H](C(=O)OCn1nnc2ccccc2c1=O)N1C(=O)C2CCCCC2C1=O (stereo not given in full)
-5	-6	-2	1	3	-15	8	19	3	-3	CCOC(=O)c1cc(C)n(-c2ccc(OC)c(OC)c2)c1C
12	i	i	6	-2	2	-2	1	i	i	COc1ccc(CNc2oc(-c3cccc4ccccc34)nc2P(=O)(OC)OC)cc1
-1	-3	-1	-1	8	-5	4	-5	3	-5	c1ccc(Oc2cccc(OCCCCSc3ncccn3)c2)cc1
7	-2	0	-7	-9	5	8	7	-1	-2	CC(C)C(NC(=O)c1ccccc1)C(=O)N/N=C\c1ccco1 (stereo not given)
0	-2	3	-2	3	-1	4	11	-18	-15	ON=C1c2ccccc2-c2ccc(O)cc21
-9	4	6	0	-12	-2	4	-8	3	6	COc1cc(OC)cc(C(=O)N2CCC(N3CCCCCC3)CC2)c1
12	2	1	-3	-2	-8	-8	5	6	-1	COc1ccc(CNC(=O)c2sc(=O)n(Cc3ccccc3OC)c2C)cc1
4	-7	-11	14	2	0	11	-8	-7	-19	COc1ccc(OC)c2c(=O)cc(C(=O)O)[nH]c12
2	-21	-20	1	5	-2	10	-9	-100	-32	Cn1c(CN2CCN(c3cccc(Cl)c3)CC2)nc2ccccc21
-5	-7	2	-8	1	-1	6	-1	4	-4	O=C(Nc1ccsc1C(=O)N1CCCC1)c1ccccc1
4	1	5	3	2	5	0	-5	6	-5	Cn1nnnc1Sc1ccc([N+](=O)[O-])cc1Cl
9	-1	2	-7	4	6	5	6	2	-2	O=C(Nc1ccc(O)c2c(=O)cc(-c3ccccc3Cl)oc12)c1cccs1
3	-4	-6	1	1	7	2	7	-10	-11	O=C1c2ccc(-c3ccc(Cl)c(C(F)(F)F)c3)cc2S(=O)(=O)c2cccc(C(=O)N3CCN(c4ncc(Br)cn4)CC3)c21
1	-4	1	0	9	-5	3	0	1	-1	COc1ccc(CNC(=O)CN2C(=O)c3ccccc3C2=O)cc1
6	-5	-1	-1	-3	3	9	-3	0	2	CN(C)C(=O)N1CCC(C(=O)NCc2ccc3c(c2)OCO3)CC1
-7	-3	0	-2	0	8	3	-2	-8	-1	CCCNC(=O)c1cc(C2CCCCN2S(=O)(=O)c2ccc(F)cc2F)on1 (stereo not given)
-10	-7	-4	11	3	3	5	0	-20	-3	Cn1c(=O)cc(SCC(=O)NCCCN2CCOCC2)c2ccccc21
-12	1	1	6	6	-3	11	21	7	1	CCC(=O)NC(=S)Nc1ccc(N2CCN(C(=O)c3ccc(Cl)cc3)CC2)cc1
0	0	-2	-15	1	1	-4	-5	-7	-5	O=C(O)c1c(C(=O)O)c(-c2ccc(F)cc2)n2c1CCC2
-12	-1	0	-4	1	-2	5	-1	-13	-5	CCOC(=O)c1ccc(NC(=O)CSc2nc(N3CCOCC3)nc(N3CCOCC3)n2)cc1
8	2	7	-2	-2	3	-7	4	5	5	CCOC(=O)C1CCCN(CC(O)COCc2ccc3c(c2)OCO3)C1 (stereo not given)
-4	-2	4	-6	-4	-3	5	11	3	-4	COc1ccc(NC(=O)CN(C)C(=O)C(C)Sc2ccccc2)cc1 (stereo not given)
-1	-111	-130	-7	5	4	-10	8	-261	-176	COc1ccccc1N(C(=O)c1snc(C(N)=O)c1N)C(C(=O)NCc1ccccc1)c1ccc(O)cc1 (stereo not given)
-3	-2	-4	-4	-1	-1	-2	2	8	-5	CCc1ccc2nc(SCC(=O)N(CC)CC)c(C#N)cc2c1
-10	0	-1	4	1	-5	6	-6	-2	-6	O=C(CSc1ccc(C(F)(F)F)cn1)Nc1ccccc1
1	0	2	-3	-2	-1	3	6	1	5	Cc1ccc(-c2nc(C3CCCN(S(=O)(=O)c4ccc(C(C)(C)C)cc4)C3)no2)cc1 (stereo not given)
0	1	4	-6	5	-2	-16	10	2	1	O=C(COc1ncnc2ccccc12)NCCc1ccccc1

Screens: PubChem BioAssay, The Scripps Research Institute Molecular Screening Center
